tim23-1 inh: growth inhibitors of tim23-1 mutant yeast, primary screen, luminescence, uHTS. S. cerevisiae tim23-1 growth, BacTiter-Glo luminescence, 24 h. inhibition, % at 20 µM. 1.3% of 330,000 active;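 active = growth inhibition of the mutant yeast at or above 50%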;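 note: temperature-sensitive mutant grown at 25 °C; plate controls were DMSO-treated mutant yeast for no effect and medium wells lacking yeast for full effect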
UPR XBP1 act: activators of adaptive XBP1 UPR arm, primary screen, cell-based, CHO-XBP1 luciferase reporter, luminescence, uHTS; AID 463104, 2010; IRE1-XBP1 UPR activation; percent of tunicamycin response, DMSO as zero; activation, % at 20 µM; 0.33% of 330,000 active;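 active = versus positive control, 20 µM dose yields 30% or more activation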;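 note: 100% = tunicamycin at 10 µg/mL and 0% = DMSO only wells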
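Test system: CHO-XBP1 luciferase reporter cells | Buffer or medium: Serum-containing F12 medium, 10% FBS | Schedule: 6 h compound exposure at 37 °C, 5% CO2 | Detection: Steady-Glo luciferase glow luminescence, 10 min after reagent addition | Read-out basis: Activation, % of tunicamycin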
tim10-1 inh: growth inhibitors of tim10-1 mutant yeast, primary screen, luminescence, uHTS | 2.2% of 330,000 active | AID 463190, 2010 | S. cerevisiae tim10-1 ts strain growth, BacTiter-Glo, 24 h | inhibition, % at 20 µM;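 active = inhibition of at least 40%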;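 note: mutant grown at 25 °C; 0% = DMSO wells with yeast and 100% = wells holding no yeast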
TIM10 inh: growth inhibitors of isogenic TIM10 control yeast, primary screen, counter-screen for tim10-1 yeast inhibitor project, luminescence, uHTS | S. cerevisiae TIM10 strain growth, BacTiter-Glo luminescence, 24 h | inhibition, % at 10 µM | 1.4% of 330,000 active;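 active = inhibition of 40% or more at the single tested concentration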;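 note: wild-type TIM10 isogenic control strain grown at permissive 25 °C; 0% = DMSO yeast wells and 100% = minimal medium wells without yeast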
Mdm2 MdmX PPI: inhibitors of human Mdm2-MdmX association, primary screen, cell-based, luminescence, split luciferase, SaOS-2, uHTS. SaOS-2 split-luciferase Mdm2/MdmX complementation. inhibition, % at 8 µM. 3% of 330,000 active;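 active = inhibition of at least 50% at 8 µM in the primary screen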
APJ ag: agonists of human apelin receptor APJ, primary screen, CHO-K1 cells, PathHunter beta-arrestin, luminescence. 0% DMSO wells, 100% apelin. activation, % at 20 µM. 0.11% of 330,000 active. AID 2520, 2010. P35414;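 active = activation more than six SD over the plate average, tested at 20 µM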;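 note: 0% = DMSO alone and 100% = apelin-13 at 10 nM; some results filed as inactive read as strong as hits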
Target sequence (P35414 whole entry, looked up): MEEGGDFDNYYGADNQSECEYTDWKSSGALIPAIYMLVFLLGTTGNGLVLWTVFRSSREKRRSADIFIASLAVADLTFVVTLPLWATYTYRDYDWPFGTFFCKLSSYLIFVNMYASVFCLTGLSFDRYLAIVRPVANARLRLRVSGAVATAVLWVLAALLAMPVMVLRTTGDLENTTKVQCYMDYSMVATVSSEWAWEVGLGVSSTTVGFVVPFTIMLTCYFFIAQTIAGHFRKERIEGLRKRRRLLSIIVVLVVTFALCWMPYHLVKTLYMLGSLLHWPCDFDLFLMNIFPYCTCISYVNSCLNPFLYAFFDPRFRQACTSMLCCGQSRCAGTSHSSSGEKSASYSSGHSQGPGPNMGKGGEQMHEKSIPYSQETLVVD
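Test system: CHO-K1 APJ beta-arrestin complementation cell line | Compound: Single test compound dose, 20 µM final, 1% DMSO | Incubation: Compound 90 min 25 °C, reagent 1 h | Measured by: beta-gal luminescence | Read-out basis: APJ–arrestin association signal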
NR3A LBD binder: binders of NR3A ligand-binding domain, primary screen, biophysical, differential scanning fluorimetry, uHTS; Tm shift relative to glycine control, % at 25 µM; Glutamate receptor ionotropic, NMDA 3A (GRIN3A) ligand-binding domain; 2.5% of 340,000 active; NR3A LBD differential scanning fluorimetry, Tm shift; 0% = protein alone, 100% = glycine-bound protein;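 active = melting temperature shift of at least 10% of the positive control shift, at one fixed dose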
NLRP3 yeast inh: NALP3 inflammasome inhibitors in reconstituted yeast, primary screen, luminescence, uHTS | inhibition, % at 10 µM | 0.39% of 330,000 active | Yeast reconstituted NLRP3/ASC/caspase-1, beta-gal luminescence, 24 h | AID 2825, 2010;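 active = inhibition of 50% or more; inactive = inhibition below 50%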;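 note: plate controls were induced DMSO wells for no effect and uninduced yeast grown without galactose for full effect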
CHOP UPR activ: activators of apoptotic CHOP UPR arm, primary screen, cell-based, CHO-CHOP luciferase reporter, luminescence, uHTS. UPR activation; percent of tunicamycin response over DMSO baseline. activation, % at 10 µM. 0.34% of 330,000 active;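 active = at 10 µM dose, activation of 40% or more, normalized to positive control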;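 note: 100% = tunicamycin at 10 µg/mL and 0% = DMSO alone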
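measured by = luciferase luminescence | assay system = CHO-CHOP cells, stable luciferase reporter of PERK-eIF2a-CHOP signalling | amount = 500 reporter cells seeded per well | timing = 6 h compound exposure at 37 °C after overnight seeding | controls = positive tunicamycin 10 µg/mL, negative DMSO alone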
Active calls of the source: *. No enrichment for hits; about 8.2% have a hit in one of these screens.

Preview (three entries):
1	CC(C)CN(C(=O)c1ccc(C(F)(F)F)cc1)c1c(N)n(CC(C)C)c(=O)[nH]c1=O
2	O=C1c2ccccc2S(=O)(=O)c2cc(C(=O)N3CCC(O)CC3)ccc21
3	COC(CNC(=O)c1ccc2nc(-c3cccs3)c(-c3cccs3)nc2c1)OC

compound no.	1	2	3
tim23-1 inh	15	9	-2
UPR XBP1 act	-2	5	0
tim10-1 inh	-2	2	13
TIM10 inh	12	12	9
Mdm2 MdmX PPI	-23	-1	33
APJ ag	0	14	-1
NR3A LBD binder	-2	1	16*
NLRP3 yeast inh	-4	-1	11
CHOP UPR activ	-0.9	-1.0	2.5

The list itself (from the top)
1	CC(C)CN(C(=O)c1ccc(C(F)(F)F)cc1)c1c(N)n(CC(C)C)c(=O)[nH]c1=O
2	O=C1c2ccccc2S(=O)(=O)c2cc(C(=O)N3CCC(O)CC3)ccc21
3	COC(CNC(=O)c1ccc2nc(-c3cccs3)c(-c3cccs3)nc2c1)OC
4	O=C(c1ccco1)N(Cc1ccc([N+](=O)[O-])cc1)c1ccc(Cl)cc1
5	CCN1C(=O)[C@@H]2[C@H](C1=O)[C@@H]1C(=O)Nc3ccccc3C(=O)N1[C@@H]2c1cccc(C)c1
6	O=C(c1ccc([N+](=O)[O-])cc1)N1CCc2ccccc21
7	C[C@@H](C(=O)NCCc1ccccc1)N1C(=O)N2CCc3c([nH]c4ccccc34)[C@@]2(C)C1=O
8	COC(=O)C1=C(C)NC2=C(C(=O)CCC2)C1c1ccc(-c2ccsc2C(=O)OC)o1 (stereo not drawn)
9	Cc1ccc(S(=O)(=O)NNC(=S)Nc2cccc(F)c2)cc1
10	COc1ccc(C(=S)NCS(=O)(=O)c2ccc(C)cc2)cc1

compound no.	1	2	3	4	5	6	7	8	9	10
tim23-1 inh	15	9	-2	37	13	6	14	2	18	32
UPR XBP1 act	-2	5	0	1	-1	-1	-1	1	-4	-2
tim10-1 inh	-2	2	13	23	12	4	-11	0	11	40*
TIM10 inh	12	12	9	20	12	-2	-1	4	-3	15
Mdm2 MdmX PPI	-23	-1	33	-1	5	-5	-13	30	-8	-12
APJ ag	0	14	-1	-2	-3	-8	-3	-2	1	-1
NR3A LBD binder	-2	1	16*	4	2	-4	-2	0	0	1
NLRP3 yeast inh	-4	-1	11	3	-5	11	12	7	27	-1
CHOP UPR activ	-0.9	-1.0	2.5	-0.2	-1.2	2.0	1.7	0.5	-1.4	-0.3

11	CCOC(=O)[C@@H]1[C@H]2COc3ccccc3[C@H]2N2C(=O)N(c3ccc(Cl)cc3)C(=O)[C@]12C
12	COCCn1c(Cc2ccccc2)nnc1SCC(=O)Nc1ccccc1
13	CCOc1ccc(N/C(=N/c2nc(C)cc(C)n2)NC(C)=O)cc1
14	Cc1onc(-c2c(F)cccc2Cl)c1C(=O)Nc1ccc(Cl)c(S(=O)(=O)N(C)C)c1
15	Cc1ccc(S(=O)(=O)N2CCN(CC(=O)N/N=C/c3cc([N+](=O)[O-])ccc3Cl)CC2)cc1
16	COc1ccccc1NC(=O)Cc1nnc(SCC(=O)Nc2ccc(F)cc2F)n1C
17	Cn1cc(Br)c(C(=O)NC2C3CC4CC(C3)CC2C4)n1 (stereo not drawn)
18	Cc1c(C)c2ccc(O[C@@H]3O[C@H](CO)[C@H](O)[C@H](O)[C@H]3O)cc2oc1=O
19	COCCN(CC(=O)Nc1cccc(C)c1C)C(=O)c1cc2c(s1)CCC2
20	COc1ccccc1NC(=O)c1ccc(NC(=O)C2COc3ccccc3O2)cc1 (stereo not drawn)

compound no.	11	12	13	14	15	16	17	18	19	20
tim23-1 inh	1	2	3	22	18	5	26	5	12	46
UPR XBP1 act	0	0	-1	-3	-1	4	-1	-3	-1	-5
tim10-1 inh	-37	3	21	22	30	-2	25	-4	18	33
TIM10 inh	-89	3	6	16	18	6	10	11	17	18
Mdm2 MdmX PPI	-4	-1	-4	10	14	15	12	4	17	38
APJ ag	8	-3	2	1	2	-1	-1	1	-3	0
NR3A LBD binder	-2	-4	-1	-2	20*	-1	3	1	1	-1
NLRP3 yeast inh	5	13	17	-12	9	2	11	-7	14	30
CHOP UPR activ	-1.1	-0.6	0.8	-0.5	0.5	1.1	1.6	0.5	0.5	0.4

21	O=C(NC1CC1)c1sc2cc(Cl)ccc2c1Cl
22	Cn1c(/C=C/c2ccccc2)nc2ccccc21
23	CCOC(=O)c1cnn(Cc2cccc(Cl)c2)c1C
24	Cn1cc(C(=O)c2ccc(Cl)cc2Cl)cc1C=O
25	CCc1nnc(NC(=O)c2cc(Cl)ccn2)s1
26	COc1ccccc1CNC(=O)C1CC(c2ccccc2F)=NO1 (stereo not drawn)
27	O=C(Nc1cc(S(=O)(=O)N2CCOCC2)ccc1N1CCCC1)C1CC1
28	CCOC(=S)SCC(=O)Nc1nccs1
29	C=CCOC(=O)C(C#N)c1nc2ccccc2nc1N1CCN(Cc2ccc3c(c2)OCO3)CC1 (stereo not drawn)
30	O=C(C1CC1)N1N=C(c2ccc(F)cc2)CC1(O)C(F)(F)F (stereo not drawn)

compound no.	21	22	23	24	25	26	27	28	29	30
tim23-1 inh	9	49	12	13	-106	8	12	11	42	25
UPR XBP1 act	0	-10	4	1	2	1	1	-3	-4	2
tim10-1 inh	2	20	18	2	26	-12	9	19	41*	8
TIM10 inh	-1	55*	11	-8	23	-13	8	3	23	4
Mdm2 MdmX PPI	-43	-61	-3	-19	20	11	19	19	24	27
APJ ag	-1	-3	-3	0	-1	4	0	1	3	-4
NR3A LBD binder	-2	-4	1	-3	-1	2	1	1	1	1
NLRP3 yeast inh	24	42	3	16	32	17	2	-25	9	1
CHOP UPR activ	1.4	-5.5	2.1	-0.6	3.8	0.7	1.5	-1.9	-0.4	-2.3

31	C[C@H](NC(=O)c1ccco1)C(=O)Nc1ccc(S(=O)(=O)N2CCCC2)cc1
32	O=C(NCCc1ccccc1)C1CCN(C(=O)c2ccc(F)cc2)CC1
33	Cc1cc(=O)oc2cc(NC(=O)c3cccc(S(=O)(=O)N(C)C)c3)ccc12
34	CCOC(=O)c1sc(NC(=O)CSc2nc3cccnc3n2C)nc1C
35	Cn1c(SCc2ccccc2)nc2ccsc2c1=O
36	COc1ccc(S(=O)(=O)NC(C)c2ccccc2)cc1C(=O)N1CCCCC1 (stereo not drawn)
37	CCSc1nc2ccccc2n1C(=O)/C=C\c1ccc(OC)c(OC)c1
38	CCCC[n+]1ccn(-c2nc3ccccc3nc2[N-]S(=O)(=O)c2ccc(Br)cc2)c1
39	CCc1ccc(OCC(=O)NCCOc2ccccc2)cc1
40	CCOc1ccc(NS(=O)(=O)c2ccc3c(c2)N(C(C)=O)CCO3)cc1

compound no.	31	32	33	34	35	36	37	38	39	40
tim23-1 inh	-2	-1	-14	0	13	1	35	-9	15	-6
UPR XBP1 act	-3	-1	1	-3	-1	-3	-2	-4	0	-3
tim10-1 inh	8	-5	6	-3	-3	2	65*	-6	15	-7
TIM10 inh	6	-13	4	9	12	13	52*	-3	5	6
Mdm2 MdmX PPI	24	31	42	5	14	2	100*	34	-9	13
APJ ag	-5	-2	1	-2	-1	-1	-7	-2	-2	-1
NR3A LBD binder	-17	-1	1	1	0	-2	-13	1	-1	0
NLRP3 yeast inh	3	28	9	14	20	6	3	6	19	7
CHOP UPR activ	-0.4	1.5	8.0	-3.6	1.2	1.5	1.7	1.4	1.9	1.0

41	CCOc1ncccc1C(=O)OCc1ccc(C(=O)OC)o1
42	COCCc1ncc(CN2CCC(C(=O)Nc3cccc(-c4cscn4)c3)CC2)cn1
43	COc1ccc(C(=O)c2c(N)sc3c2CCN(C)C3)cc1
44	CCN(CC)S(=O)(=O)c1cc(C(=O)Nc2ccc(Cl)cn2)ccc1C
45	CC(=O)c1sc(NC(=O)COc2ccccc2)nc1C
46	CC1CC(C)CN(C(=O)CN2CCN(Cc3ccc(Cl)cc3)C2=O)C1 (stereo not drawn)
47	Cc1cc(NS(=O)(=O)c2ccc(NC(=O)CSc3nnc(-c4ccco4)n3C)cc2)nc(C)n1
48	COCc1c(C(=O)N/N=C(/C)c2cccs2)nnn1-c1nonc1N
49	COc1ccc2c(C)cc(SCC(=O)NC3CCCCC3)nc2c1
50	O=C(c1nn(Cc2ccccc2)c(=O)c2ccccc12)N1CCc2ccccc2C1

compound no.	41	42	43	44	45	46	47	48	49	50
tim23-1 inh	-5	-7	9	29	4	12	9	-20	8	28
UPR XBP1 act	9	-2	-10	-1	3	-1	-1	-2	-4	2
tim10-1 inh	6	-4	5	14	4	30	7	-13	8	17
TIM10 inh	10	-2	-15	-18	7	16	9	-17	-2	1
Mdm2 MdmX PPI	3	18	-2	-37	8	3	-3	-14	22	16
APJ ag	-2	-2	-2	-4	-3	-4	-2	1	-7	-3
NR3A LBD binder	2	-3	-1	0	-1	1	2	-3	0	-1
NLRP3 yeast inh	23	19	17	14	12	2	-8	10	27	9
CHOP UPR activ	0.7	-2.9	-1.4	3.6	4.1	2.8	0.6	3.2	-1.3	-1.0

Part of the list above, as a markdown table:
| # | SMILES | tim23-1 inh | UPR XBP1 act | tim10-1 inh | TIM10 inh | Mdm2 MdmX PPI | APJ ag | NR3A LBD binder | NLRP3 yeast inh | CHOP UPR activ |
| --- | --- | --- | --- | --- | --- | --- | --- | --- | --- | --- |
| 43 | COc1ccc(C(=O)c2c(N)sc3c2CCN(C)C3)cc1 | 9 | -10 | 5 | -15 | -2 | -2 | -1 | 17 | -1.4 |
| 42 | COCCc1ncc(CN2CCC(C(=O)Nc3cccc(-c4cscn4)c3)CC2)cn1 | -7 | -2 | -4 | -2 | 18 | -2 | -3 | 19 | -2.9 |

Remaining list, next part.
51	CC(C)Oc1cccc(C(=O)NC(=S)Nc2ccccc2)c1
52	CC(C)(C)c1ccc(OC(=O)c2ccccc2)cc1
53	CC(C)(C)c1ccc(C(=O)NCCC(=O)NC2=NCCS2)cc1
54	CC(C)CSc1nnc(N)s1
55	O=c1c2ccccc2nc2n1CC/C2=C\N1CCN(c2ccc([N+](=O)[O-])cc2)CC1

compound no.	51	52	53	54	55
tim23-1 inh	51*	14	0	2	-12
UPR XBP1 act	-5	4	1	0	-1
tim10-1 inh	17	-16	-10	4	2
TIM10 inh	26	6	-5	6	2
Mdm2 MdmX PPI	-45	-17	-8	16	21
APJ ag	-3	-3	-2	-4	-5
NR3A LBD binder	-2	2	1	1	-1
NLRP3 yeast inh	4	14	12	-1	23
CHOP UPR activ	4.5	5.3	1.0	1.0	0.7

Entries by screen from above.
Entries 52 to 55 in NLRP3 yeast inh, in turn: 14, 12, -1, 23
Entries 52 to 55 in UPR XBP1 act, in turn: 4, 1, 0, -1
Entries 52 to 55 in tim10-1 inh, in turn: -16, -10, 4, 2

High-throughput results as filed in PubChem BioAssay.
